Assay outcomes (PubChem)
NOD2 RIPK2 PPI: blocks binding of human NOD2 to RIPK2; hit rate 0.38% among 360,000; AID 624267; CHO BLA complementation NOD2-RIPK2, CCF4 ratio; O43353; inhibition, % at 4.98 µM; in the data active = inhibition above about 21%;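 note: 0% = vehicle only and 100% = reference blocker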
Target sequence (O43353 whole entry, looked up): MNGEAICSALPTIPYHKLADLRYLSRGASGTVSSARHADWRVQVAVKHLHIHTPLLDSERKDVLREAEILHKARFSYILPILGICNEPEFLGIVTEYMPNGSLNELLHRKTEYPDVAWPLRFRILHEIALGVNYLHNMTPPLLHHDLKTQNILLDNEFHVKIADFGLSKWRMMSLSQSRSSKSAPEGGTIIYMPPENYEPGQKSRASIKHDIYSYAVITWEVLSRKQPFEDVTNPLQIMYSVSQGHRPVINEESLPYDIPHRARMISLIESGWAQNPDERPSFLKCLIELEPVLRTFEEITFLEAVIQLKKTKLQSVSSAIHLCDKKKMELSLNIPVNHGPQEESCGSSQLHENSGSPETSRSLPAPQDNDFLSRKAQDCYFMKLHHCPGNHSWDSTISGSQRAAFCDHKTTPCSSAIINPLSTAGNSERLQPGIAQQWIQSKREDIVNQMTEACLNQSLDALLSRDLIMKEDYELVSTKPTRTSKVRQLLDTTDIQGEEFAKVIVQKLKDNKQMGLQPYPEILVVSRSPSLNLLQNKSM
TLR9-MyD88 inh: inhibitors of human TLR9-MyD88 binding | Q9NR96+Q99836 | CHO BLA complementation TLR9-MyD88, CCF4 FRET ratio | inhibition, % at 4.98 µM | hit rate 0.21% among 340,000;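 active = inhibition above the mean over all tested compounds plus 3 SD, cut at about 21% in these data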;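 note: 0% = DMSO only wells and 100% = clavulanate BLA inhibitor control wells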
ABHD5-PLIN5 inh: inhibitors of human ABHD5-perilipin-5 interaction | Split G. princeps luciferase complementation, luminescence, 4 h | AID 602281 | inhibition, % at 4 µM | hit rate 0.78% among 360,000 | Q00G26+Q8WTS1;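 active = inhibition above the mean inhibition across every tested compound plus 3 SD, cut at about 22% in these data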;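 note: 0% = DMSO only wells and the 100% control is not disclosed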
MC4R antag cAMP: blocks human MC4R cAMP signaling; P32245; MC4R-expressing cells, MTII-stimulated cAMP, LANCE TR-FRET; inhibition, % at 6.5 µM; hit rate 0.48% among 360,000;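 active = inhibition above its plate's cutoff, the mean of tested wells on that plate plus 3 SD, cut at about 29% in these data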;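 note: 0% = Melanotan II alone and 100% = Melanotan II plus saturating MCL0020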
Target sequence (P32245 whole entry, looked up): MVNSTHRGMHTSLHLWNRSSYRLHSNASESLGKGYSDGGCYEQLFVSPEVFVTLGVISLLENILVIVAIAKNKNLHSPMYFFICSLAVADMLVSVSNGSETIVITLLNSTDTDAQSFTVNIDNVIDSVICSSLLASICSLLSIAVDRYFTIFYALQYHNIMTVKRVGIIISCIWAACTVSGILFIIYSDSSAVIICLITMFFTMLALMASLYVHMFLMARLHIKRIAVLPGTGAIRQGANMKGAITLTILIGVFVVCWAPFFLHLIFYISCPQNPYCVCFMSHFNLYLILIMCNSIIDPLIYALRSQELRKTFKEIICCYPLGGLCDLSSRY
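Assay system: U2OS cells stably expressing human melanocortin 4 receptor (MC4R) / Dosing: 6.5 µM / Timing: compound 30 min, challenge 1 h, detection 1 h / Measured by: Eu-cAMP/anti-cAMP TR-FRET, emission 671 nm / Replicates: singlicate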
ABCB6 inh 2: blocks the human ABCB6 transporter | Q9NP58 | K562-ABCB6 porphyrin accumulation, flow cytometry, 1 h; active compounds read low | fluorescence ratio to DMSO, % at 10 µM | hit rate 0.19% among 360,000;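 active = fluorescence ratio to DMSO below 75%, the collection mean minus 3 SD; inconclusive = too few cells collected in the well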;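 note: signal is porphyrin accumulated inside mitochondria; 100% equals median channel fluorescence of DMSO control wells; lower ratio means ABCB6 inhibition with less porphyrin fluorescence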
N-glyco inh: N-linked glycosylation inhibition. D54 ERlucT glycosylation luciferase reporter, 24 h; percent of 100 nM tunicamycin response. hit rate 0.23% among 360,000. reporter increase, % at 12.5 µM;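 active = mean luciferase reporter signal, scaled so untreated is 0 and the glycosylation-blocking control 100, at or above a set limit in every replicate; inconclusive = mean reaches the limit but not every replicate does; inactive = mean below the limit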;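 note: luciferase carries N-glycosylation sites so blocking glycosylation raises the light; 0% = median of neutral control wells and 100% = median of 100 nM tunicamycin wells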
Vif inh: HIV Vif inhibition; HEK293T cells, Vif self-association by quenched fluorescence, imaging, 24 h; inhibition, % at 7.49 µM; hit rate 0.35% among 340,000; in the data active = inhibition above about 50%, passing the limit was not always enough; inconclusive = no clear call, values can overlap the other calls; inactive = below about 31%; note: some results filed as inactive read as strong as hits
aDG glyco up: alpha-DG glycosylation activation; Pro5-aDG cells, alpha-DG glycosylation AlphaScreen (IIH6); 0% Pro5, 100% B10-LARGE cell signal; activation, % at 10 µM; hit rate 0.22% among 360,000; AID 624168;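 active = activation of at least 8% versus controls, or a plate z-score of at least 8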;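 note: Pro5 are CHO cells carrying HIG-tagged alpha-DG that lacks glycosylation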
MC4R ag barr: human MC4R agonism via beta-arrestin; U2OS MC4R beta-arrestin complementation, luminescence; percent of melanotan II response, DMSO zero; activation, % at 8.9 µM; hit rate 0.98% among 360,000; AID 540308;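 active = activation above a per-plate cutoff, the mean activation of sample wells on that plate plus 3 SD, cut at about 8% in these data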
Granule exo inh: blocks lytic granule exocytosis; TALL-104 LAMP-1 surface exposure, flow cytometry; cells stimulated with thapsigargin and PMA; inhibition, % at 10 µM; hit rate 0.66% among 360,000; AID 651702;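 active = inhibition above about 55%, limit read from the data; inconclusive = no clear call, values can overlap the other calls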
* hit, by the source's call; ? = inconclusive; . = not tested or not shown. A portion of the library. The share of hits here may be higher or lower than overall.

SMILES	NOD2 RIPK2 PPI	TLR9-MyD88 inh	ABHD5-PLIN5 inh	MC4R antag cAMP	ABCB6 inh 2	N-glyco inh	Vif inh	aDG glyco up	MC4R ag barr	Granule exo inh
O=C(NC1(O)C(=O)c2ccccc2C1=O)c1ccccc1	-9	1	-30	13	107	-2	8	-0.1	-0.7	3
c1ccc(-c2ccc3c(c2)NCCN3)cc1	3	14	4	5	93	9	-1	-0.1	0.5	50
NNC(=O)CNC(=O)c1cccc(Br)c1	0	1	7	4	99	1	2	-0.2	0.3	-2
Nc1nc(-c2ccc3ccccc3c2)c(C2(O)C(=O)Nc3c(Br)cc(F)cc32)s1 (stereo not given)	-6	1	5	13	88	10	10	-0.1	-3.2	4
Cc1ccc(Cl)c(OCC(=O)Nc2ccccc2N2CCCCC2)c1	0	-5	3	0	98	-5	-4	-0.1	-2.2	-2
CC(C)C(=O)N1CCN(S(=O)(=O)c2ccc3ccccc3c2)CC1	6	-5	2	-1	98	0	2	0.2	-2.8	-2
O=C1N(c2ccc(Cl)c(Cl)c2)CN(Cc2ccccc2)CN1n1cnnc1	-3	15	6	1	102	-2	2	-0.2	-0.6	7
CCOc1ccc(NC(=O)CN(C)C(=O)c2ccc(-c3ccc(C(C)=O)cc3)o2)cc1OCC	1	4	-1	13	104	-1	-11	0.2	-2.1	-1
Cc1nn2c(N3CCN(c4ccccn4)CC3)cc(C(C)C)nc2c1-c1ccccc1	10	-1	-2	-1	97	-1	16	0.8	-0.9	1
COC(=O)C1=C(C)NC(=O)CC1c1ccccc1OC (stereo not given)	-2	2	4	6	98	1	-2	0.7	-0.8	-4
CC1(C(=O)NCc2ccc(C(F)(F)F)cc2)CCN1Cc1c(F)cccc1F (stereo not given)	4	.	4	16	103	-3	.	1.2	5.3	-1
Cn1c(NC(=O)c2ccc(Cl)cc2)cc(=O)n(C)c1=O	8	-19	3	0	?	-1	-20	-0.2	2.0	0
COc1cccc(C(=O)Nc2cnn(C(C)C)c2)c1	1	2	-4	20	91	0	-3	-0.2	0.7	-4
O=C(NNC(=O)c1cncc(Br)c1)c1ccncc1	-1	0	9	15	92	2	-1	0.0	2.9	6
COCCN1C[C@@H](CO)O[C@@H](n2cnc3c(NC4CCCC4)ncnc32)C1	-2	.	0	4	351	1	.	-0.4	-0.3	-3
Cc1c(CCOC(=O)c2ccccc2)sc[n+]1Cc1ccccc1	8	0	-2	3	101	3	-9	0.0	-0.9	8
FC(F)(F)c1cccc(Cn2nnnc2-c2cc(Cl)cc(Cl)c2)c1	-7	-8	-2	6	96	-4	-10	0.3	3.8	6
O=C(O)c1cccc2c1-c1ccc(Cl)cc1C2	-9	-3	0	-1	98	2	24	0.0	-0.3	15
CCCN(CC(=O)Nc1ccccc1OC)C(=O)c1ccccn1	6	13	4	10	101	2	13	0.1	-1.3	-10
COc1cccc(NC(=O)c2c(F)cccc2F)c1	10	2	1	3	99	1	6	0.3	-2.4	-3
Cc1cc(C)c(C)c(S(=O)(=O)N2CCNCC2)c1C	-4	-4	0	12	98	2	.	0.3	-3.5	4
COc1ccccc1NS(=O)(=O)c1cc(NC(=O)CCNC(C)=O)ccc1C	-4	7	-7	12	98	1	1	0.5	-1.5	-4
FCCCOc1ccc(-c2nccc(-c3ccccn3)n2)cc1	-6	-7	-1	0	96	3	-3	0.0	0.7	-12
Cc1ccc(NC(=O)CCc2nnc3ccc(NCc4ccco4)nn23)nc1	-2	-6	39*	-1	100	0	1	1.2	0.9	1
FC(F)(F)C1=CC(c2ccc(Cl)cc2)=NCCN1	-5	-10	1	1	91	0	8	0.4	0.7	3
SMILES	NOD2 RIPK2 PPI	TLR9-MyD88 inh	ABHD5-PLIN5 inh	MC4R antag cAMP	ABCB6 inh 2	N-glyco inh	Vif inh	aDG glyco up	MC4R ag barr	Granule exo inh
Cc1ccc(S(=O)(=O)N(C)Cc2ccc(C(=O)N/N=C/c3ccc(OC(F)F)cc3)cc2)cc1	-19	-7	-2	-1	96	0	-7	-0.4	25*	-3
Cc1nc2c(c(N3CCOCC3)n1)OCC(=O)N2	-3	-1	-9	-5	99	2	6	0.0	0.5	9
CCc1ccc(NC(=O)Cn2nc(C(F)(F)F)c3c2CCC3)cc1	-8	0	-16	-2	97	-1	3	0.4	9.2*	-1
COc1ccc(NC(=O)CN(c2cc(C)cc(C)c2)S(=O)(=O)c2c(C)noc2C)cc1OC	6	-5	-3	9	104	-2	9	0.1	-0.6	-3
CCN(CC)S(=O)(=O)c1ccc(C(=O)OCC(=O)NCCN2C(=O)CSC2=O)cc1	-12	-3	-2	13	101	2	14	0.0	-2.0	-5
COc1ccc(CCn2nnnc2CN2CCN(C(=O)c3ccco3)CC2)cc1OC	-3	2	7	1	100	1	28	0.3	-1.6	-2
COc1ccccc1CNC(=O)C1CCCN(c2cnccn2)C1 (stereo not given)	-10	-1	3	4	100	0	21	-0.1	-0.9	0
C=C(C)Cn1c(SCC)nc2ccccc2c1=O	-9	-7	5	1	102	-1	-7	-0.1	0.9	-6
O=C1c2cccc3c2N(CCC3)C(=O)C1(F)c1ccccc1 (stereo not given)	-5	.	3	17	98	-1	12	-0.1	0.2	-5
COC(=O)CNC(=O)C1CCN(C(=O)OCc2ccccc2)CC1	0	-11	0	12	103	2	4	-0.1	0.1	2
O=C(NCc1ccccc1)C(c1ccncc1)N(C(=O)c1ccccn1)c1ccccc1 (stereo not given)	-11	-6	1	6	94	-2	8	0.1	-2.6	-5
C=CCC(C(=O)c1ccccc1)[N+](C)(C)CC=C (stereo not given)	-1	15	-1	-2	96	1	0	0.0	-1.7	-2
CCOC(=O)c1ccc(NC(=O)c2nc[nH]c2C(=O)NCC(=O)OC(C)(C)C)cc1	-5	-7	-5	10	95	-1	-6	-0.1	-0.7	-2
O=C(NCCCN1CCOCC1)C(=O)NCC1CCCO1 (stereo not given)	7	-2	1	19	93	4	-3	-0.2	-0.5	-5
COc1ccc(N2CCN(C(=O)CCS(=O)(=O)c3ccc4c(c3)NC(=O)CO4)CC2)cc1	-5	-1	-3	3	100	-2	-1	0.0	-1.8	-2
Cc1cccc(C)c1OCC(=O)Nn1c(C)nc2ccccc2c1=O	-8	3	1	7	104	1	-3	0.0	-2.9	-2
CC(C)(C)OC(=O)C[C@@H]1C/C=C\C[C@@H](CC(=O)N[C@H](CO)Cc2ccccc2)C(=O)NC[C@H](c2ccccc2)OC1=O	-7	-17	-5	10	93	1	0	-0.1	0.1	8
COc1cc(/C=C/C(=O)N(C)CC(=O)Nc2ccccc2Br)cc2c1OCCO2	0	-14	4	1	94	-1	23	-0.1	-1.7	-8
CCc1cccc(C)c1NC(=S)NCc1cccn1C	-9	-2	-2	9	100	-2	1	-0.3	0.8	-2
CCn1c(=O)cc(OCC(=O)N2CCCC2)c2ccccc21	-1	-2	1	5	104	3	14	0.4	-1.1	1
COC(=O)c1ccc(N2C(=O)CC(N(C)Cc3ccccc3)C2=O)cc1 (stereo not given)	-9	-6	-1	16	109	3	2	-0.1	1.0	1
Cc1cccc(C(=O)NNC(=O)Nc2ccccc2)c1	2	0	-4	-2	98	3	0	0.0	-1.7	4
CCCOc1ccc(-c2c(C(=O)N/N=C(\C)c3ccco3)nnn2-c2nonc2N)cc1	-7	-13	-10	26	100	4	2	0.1	-0.6	-3
CC1CCN(C(=O)CSc2nnc3ccc(-c4cccnc4)nn23)CC1	-1	-8	7	5	101	0	-13	-0.3	-0.3	-7
COc1cc(C2C(C(=O)Nc3ccc(F)cc3)=C(C)Nc3nc(CCCO)nn32)cc(OC)c1OC (stereo not given)	-6	-8	-4	11	107	1	0	-0.1	-1.4	1
SMILES	NOD2 RIPK2 PPI	TLR9-MyD88 inh	ABHD5-PLIN5 inh	MC4R antag cAMP	ABCB6 inh 2	N-glyco inh	Vif inh	aDG glyco up	MC4R ag barr	Granule exo inh
Cc1noc(C)c1COc1ccccc1C(=O)NC(C)c1ccc(Cl)cc1 (stereo not given)	-5	-4	1	0	97	-2	7	0.1	-1.6	1
Cc1ccc2nc(-c3ccc(O)cc3)c(Nc3ccc4c(c3)OCCO4)n2c1	0	2	-1	1	96	4	-8	-0.3	-0.4	3
COc1cccc(NC(=O)COC(=O)c2ccc(C)c(S(=O)(=O)N3CCCCC3)c2)c1	-12	-14	-2	-1	94	-3	-7	-0.2	0.4	-4
Cc1ccccc1C(=O)Nc1cc(S(=O)(=O)N2CCOCC2)ccc1N1CCN(C)CC1	4	-14	2	2	92	4	9	0.0	-0.2	1
Cc1noc(C)c1COc1ccccc1C(=O)N1CCN(c2cccc(C(F)(F)F)c2)CC1	1	9	-1	-6	100	?	2	0.6	1.4	0
NS(=O)(=O)c1ccc(CCNC(=O)c2ccccc2F)cc1	-16	-2	5	-1	98	3	-5	-0.1	0.3	2
Cc1cc(=O)[nH]c(N/N=C/c2ccc3c(c2)OCCO3)n1	4	-11	-1	9	99	1	-1	0.0	0.9	1
Cc1[nH]c2ccccc2c1CC#N	8	4	1	5	92	2	0	-0.1	-0.9	-1
O=C(CCN1C(=O)S/C(=C\c2ccccc2)C1=O)NCCCn1ccnc1	-6	5	-10	3	93	2	1	0.1	-2.1	-1
O=C(Nc1ccc2c(c1)OCCO2)c1cc(F)c(F)cc1Cl	1	1	24*	1	98	0	10	0.0	-2.2	1
Nc1ccc2c(S(=O)(=O)O)cccc2c1S(=O)(=O)O	-7	-2	-29	6	98	2	-2	-0.1	-0.3	-3
Cc1ccc2ncnc(NCCC(=O)O)c2c1	-10	-8	3	-4	89	1	2	-0.2	-1.2	0
CCCCOc1ccc(C(=O)NCC(=O)NC(C)CCc2ccccc2)cc1 (stereo not given)	6	1	-11	3	103	-2	0	-0.3	-1.5	6
CN(CCCC(=O)N1CCCC(C(N)=O)C1)S(=O)(=O)c1ccc(F)cc1 (stereo not given)	5	2	0	6	99	2	6	-0.1	-0.3	0
CCNC(=O)C[C@@H]1CC[C@H]2[C@@H](COC[C@H](O)CN2C(=O)C2CC2)O1	-4	.	-1	.	.	.	.	-0.1	.	1
CSc1nnc2ccc(-c3ccccn3)nn12	-7	1	8	-2	105	2	3	-0.2	3.6	2
CCOc1ccc(CC(=O)N/N=C/c2sccc2C)cc1	3	-4	-5	0	99	-1	9	0.5	-0.5	-5
CN(CC(=O)Nc1ccccc1Br)C(=O)CNC(=O)c1ccc2c(c1)OCO2	3	8	3	5	97	1	-19	0.0	-2.9	2
Cc1cc(-c2nn(-c3ccccc3F)cc2CN2CCN(c3ccncc3)CC2)c(C)s1	12	14	28*	12	103	-4	-3	4.1	1.4	11

One compound at a time, as listed above:
Cc1c(CCOC(=O)c2ccccc2)sc[n+]1Cc1ccccc1 is listed as NOD2 RIPK2 PPI: 8; TLR9-MyD88 inh: 0; ABHD5-PLIN5 inh: -2; MC4R antag cAMP: 3; ABCB6 inh 2: 101; N-glyco inh: 3; Vif inh: -9; aDG glyco up: 0.0; MC4R ag barr: -0.9; Granule exo inh: 8
Cc1noc(C)c1COc1ccccc1C(=O)NC(C)c1ccc(Cl)cc1 (stereo not given) is listed as NOD2 RIPK2 PPI: -5; TLR9-MyD88 inh: -4; ABHD5-PLIN5 inh: 1; MC4R antag cAMP: 0; ABCB6 inh 2: 97; N-glyco inh: -2; Vif inh: 7; aDG glyco up: 0.1; MC4R ag barr: -1.6; Granule exo inh: 1
